Compound activity as filed in PubChem BioAssay.
KB-V1 cytotox: kills drug-selected multidrug resistant KB-V1 cells; Potency, µM (highest dose often 46.1 µM), without a hit: at the top dose activity change, negative = cytotoxicity, hits mostly cytotoxic; 400,000 compounds, 3.4% hits; KB-V1 MDR cells viability, CellTiter-Glo, 72 h; further: potency means the concentration at half of the fitted maximal effect; on the % scale 0 is the no-effect control and ±100 the full control effect; nearly all actives have a fitted effect of over 60% in size
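KB-V1, DMEM (no phenol red) + 10% FBS; cpd pin-transferred, titration series; 72 h, 37 degrees C; CellTiter-Glo, luminescence. Data normalized, curve-fit.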
ATXN2 expr inh: ATXN2 expression inhibition. 360,000 compounds, 0.72% hits. HEK-293 ATXN2-luciferase reporter, luminescence, 24 h. Potency, µM (top dose mostly 57 µM), for inactives: at the highest dose activity change, negative = inhibition, hits mostly inhibitors; further: potency means the concentration at half of the fitted maximal effect; on the % scale 0 is the no-effect control and ±100 the full control effect; nearly all actives have a fitted effect of over 55% in size
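ATXN2-luciferase reporter cells (luciferase flanked by upstream and downstream ATXN2 gene portions) were treated 24 h at 37 °C with compounds at up to 57 uM. SteadyGlo luminescence gave expression; GF-AFC fluorescence gave viability.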
WRN inhibitor: inhibitors of human WRN helicase | 360,000 compounds, 0.46% hits | Potency, µM (series often up to 114 µM), for the others: at the top dose activity change, negative = inhibition, usual class: inhibitors | WRN helicase unwinding, fluorescent forked duplex, kinetic | Q14191 | AID 651768; further: potency means the concentration at half of the fitted maximal effect; on the % scale 0 is the no-effect control and ±100 the full control effect; nearly all actives have a fitted effect of over 55% in size
Target sequence (Q14191 whole entry, looked up): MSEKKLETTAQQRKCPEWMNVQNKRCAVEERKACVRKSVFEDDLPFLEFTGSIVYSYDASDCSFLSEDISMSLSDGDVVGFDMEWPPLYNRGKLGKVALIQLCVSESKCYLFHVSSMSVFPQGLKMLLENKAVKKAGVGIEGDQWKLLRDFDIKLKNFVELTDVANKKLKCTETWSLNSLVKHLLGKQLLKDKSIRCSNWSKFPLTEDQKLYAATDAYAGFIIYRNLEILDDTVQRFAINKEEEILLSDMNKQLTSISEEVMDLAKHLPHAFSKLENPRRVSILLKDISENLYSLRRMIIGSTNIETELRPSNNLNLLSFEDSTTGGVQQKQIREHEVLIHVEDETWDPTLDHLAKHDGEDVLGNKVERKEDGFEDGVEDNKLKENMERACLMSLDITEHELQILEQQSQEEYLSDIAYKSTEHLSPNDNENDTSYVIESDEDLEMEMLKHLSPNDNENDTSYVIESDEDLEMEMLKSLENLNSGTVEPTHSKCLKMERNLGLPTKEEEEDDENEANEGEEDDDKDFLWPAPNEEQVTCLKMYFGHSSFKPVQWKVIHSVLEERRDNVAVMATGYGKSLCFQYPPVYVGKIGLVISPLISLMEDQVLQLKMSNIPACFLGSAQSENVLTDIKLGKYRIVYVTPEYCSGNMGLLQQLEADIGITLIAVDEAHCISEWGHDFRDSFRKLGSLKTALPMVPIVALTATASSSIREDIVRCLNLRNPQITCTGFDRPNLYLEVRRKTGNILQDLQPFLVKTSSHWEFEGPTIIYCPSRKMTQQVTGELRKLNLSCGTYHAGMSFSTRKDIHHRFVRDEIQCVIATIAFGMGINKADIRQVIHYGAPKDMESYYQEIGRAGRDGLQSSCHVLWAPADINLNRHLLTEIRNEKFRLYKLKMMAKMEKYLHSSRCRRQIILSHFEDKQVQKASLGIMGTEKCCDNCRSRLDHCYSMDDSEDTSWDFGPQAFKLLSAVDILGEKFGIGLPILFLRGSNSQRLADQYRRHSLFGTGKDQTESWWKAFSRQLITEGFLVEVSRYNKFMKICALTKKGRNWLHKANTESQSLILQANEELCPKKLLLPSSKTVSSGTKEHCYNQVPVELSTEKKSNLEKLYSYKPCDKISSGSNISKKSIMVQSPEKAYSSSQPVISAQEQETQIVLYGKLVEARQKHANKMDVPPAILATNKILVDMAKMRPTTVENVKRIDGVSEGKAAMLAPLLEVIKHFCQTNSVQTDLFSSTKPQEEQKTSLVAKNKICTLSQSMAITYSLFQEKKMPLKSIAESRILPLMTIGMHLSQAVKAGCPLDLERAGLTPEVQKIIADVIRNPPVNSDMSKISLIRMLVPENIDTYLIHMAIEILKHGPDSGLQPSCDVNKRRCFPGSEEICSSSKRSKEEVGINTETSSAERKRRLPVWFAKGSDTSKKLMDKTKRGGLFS
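Primary qHTS, 1536-well format. 20 nM WRN + compound, 15 min RT; start with 100 nM forked fluorophore/quencher duplex, 2 mM ATP (final); kinetic read ex 525/em 598 nm.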
SW480 rerep: induces DNA re-replication in SW480 colon adenocarcinoma cells. SW480 DNA re-replication, Hoechst DNA content imaging, 48 h. 340,000 compounds, 1.8% hits. AID 624297. Potency, µM (titrated, usually from 46.1 µM), for inactives: top-dose re-replication activation, most hits filed as activators; further: potency means the concentration at half of the fitted maximal effect; % of control where 0% means no effect; nearly all actives have a fitted effect of over 55% in size
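Cells (250 per well) received 23 nL compound or DMSO by pin tool and were kept 48 hr at 37 C, 5% CO2. Nuclei were then stained with Hoechst for 40 min and scanned for DNA content.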
MCF10A rerep: induces DNA re-replication in MCF 10a normal breast cells. MCF 10A DNA re-replication, Hoechst nuclear intensity, 48 h. 350,000 compounds, 2.9% hits. AID 624296. Potency, µM (series often up to 46.1 µM), without a hit: top-dose activity, positive = re-replication, hits mostly activators; further: potency means the concentration at half of the fitted maximal effect; % of control where 0% means no effect; nearly all actives have a fitted effect of over 50% in size
HT1080NT lethal: kills 2HG-producing HT-1080-NT fibrosarcoma cells; HT-1080-NT fibrosarcoma viability, CellTiter-Glo ATP luminescence, 48 h; Potency, µM (doses to about 46.1 µM), without a hit: top-dose activity, negative = less viability, most hits filed as cytotoxic; 360,000 compounds, 1.6% hits;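 further: NT is the 2HG producing partner of a matched IDH1 knockdown line; potency means the concentration at half of the fitted maximal effect; 0% = DMSO-treated cells and -100% = media-only wells without cells; nearly all actives have a fitted effect of over 55% in size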
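HT-1080-NT fibrosarcoma cells (2HG-overproducing), 750 cells/well in RPMI with 5% FBS, dosed after 2 h and incubated 48 h at 37C. CellTiter-Glo luminescence normalized to DMSO and no-cell wells; concentration-response curves fitted and classed.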
HT1080 IDH1KD tx: HT-1080 IDH1 knockdown cell toxicity (counter line); HT-1080 IDH1 knockdown viability, ATP luminescence, 48 h; Potency, µM (series often up to 46.1 µM), inactives show top-dose activity, negative = toxicity, actives largely listed as cytotoxic; 360,000 compounds, 2% hits;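 further: potency means the concentration at half of the fitted maximal effect; 0% = DMSO wells and -100% = cell-free medium wells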
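Using the IDH1-knockdown HT-1080 line run in the same batch and compound series as the NT line, viability after 48 h at 37 °C was determined by CellTiter-Glo luminescence and expressed as % activity.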
KB-3-1 cytotox: KB-3-1 parental cell cytotoxicity | 400,000 compounds, 1.4% hits | Potency, µM (titrated, usually from 46.1 µM), without a hit: top-dose activity change, negative = cytotoxic, actives largely listed as cytotoxic | KB-3-1 viability, CellTiter-Glo ATP luminescence, 72 h; further: potency means the concentration at half of the fitted maximal effect; on the % scale 0 is the no-effect control and ±100 the full control effect; nearly all actives have a fitted effect of over 60% in size
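Here the drug-naive KB-3-1 line serves as comparator for MDR sub-line selectivity; cells received compound titrations, 72 h at 37 °C, then CellTiter-Glo readout.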
IL-1B inflam inh: inflammasome signaling inhibition, IL-1 beta readout; activity change, % at 57.5 µM; THP-1 LPS/ATP IL-1B secretion, AlphaLISA, 16 h; hits give low values; 360,000 compounds, 4.7% hits; in the data active means activity change below about -50%; inconclusive means mostly about -30% to -49%; further: on the % scale 0 is the no-effect control and ±100 the full control effect
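Secreted IL-1B measured by AlphaLISA bead assay after 16 h compound exposure of THP-1 cells; compounds (final up to 57.5 uM) added 1 h before LPS (250 ng/mL) and ATP (1.25 mM) stimulation; lower signal means less secretion.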
Numbers without * were called inactive; u = inconclusive; x = not tested or not shown; & = joins results of further samples; [ ] = remark or other dose. Unless noted, the call rests on the fitted dose curve; in most records, active means well fitted curve in the direction sought with a large enough effect; inconclusive means small, poorly fitted or top-dose-only effect, or another doubt; inactive means no such curve, though single readings can be large; an effect the other way counts as inactive or inconclusive.

mol,WRN inhibitor,KB-3-1 cytotox,HT1080NT lethal,SW480 rerep,MCF10A rerep,KB-V1 cytotox,ATXN2 expr inh,HT1080 IDH1KD tx,IL-1B inflam inh
O=C(Nc1ccc(N2CCOCC2)c(Cl)c1)c1ncn[nH]1,2%,u,23%,-4%,8%,u,14%,14%,3
Cc1cc(=O)oc2cc(OCC(=O)OCC(=O)NCc3ccc4c(c3)OCO4)ccc12,3%,1%,-2%,-11%,5%,0%,0%,-10%,12
Cn1nnnc1SCC(=O)NC(=O)c1cccc([N+](=O)[O-])c1,0%,16%,7%,2%,-8%,2%,-1%,15%,35
COCCN(C(=O)CCC(=O)Nc1cc(C)on1)C(C(=O)NC1CCCC1)c1ccc(C(C)C)cc1 (centres undefined),-7%,-10%,-5%,16%,-11%,-10%,3%,-19%,-29
O=C(COC(=O)Cc1ccsc1)NCc1ccccc1,-7%,3%,6%,-2%,-2%,10%,4%,20%,23
COCCNC(=S)Nc1cc(OC)c(OC)cc1C#N,0%,-1%,-5%,-4%,3%,1%,x,5%,9
COc1ccc(NC(=O)CCCCCn2nnc3ccccc3c2=O)cc1OC,6%,-2%,13%,-5%,-8%,-18%,x,0%,0
Cc1nnc(SCc2ccccc2)n1N,-11%,18%,2%,-5%,-1%,18%,4%,26%,3
Cc1cc2c(Nc3ccccc3O)ncnc2s1,9%,-6%,-8%,x,x,-1%,x,-2%,-6
COc1ccc(S(=O)(=O)Cc2ccc(C(=O)NCc3ccc(C)cc3)o2)cc1,-10%,0%,5%,6%,0%,-6%,-26%,-12%,-17
CN(C)/C=N/c1cc(=O)n(C)c(=O)n1Cc1ccccc1,1%,0%,20%,-7%,32%,-4%,15%,-2%,23
C[C@@H]1Cc2[nH][nH]c(=O)c2[C@H](c2ccc(Cl)cc2)O1,0%,3%,19%,x,x,-9%,21%,24%,-7
CCOC(=O)C1CCCN(Cc2cc(Br)ccc2OC)C1 (centres undefined),1%,13%,9%,-2%,8%,0%,-7%,0%,3
O=S(=O)(N1CCCCC1)N1CCN(c2ccc(F)cc2)CC1,0%,1%,0%,-5%,-2%,u,-10%,24%,-7
Cc1c(C(=O)N2CCN(c3ccc([N+](=O)[O-])cc3)CC2)oc2ccccc12,-8%,-11%,3%,u,-9%,-22%,u,-1%,-18
O=C(CN1CCN(C(=O)c2cccc(F)c2)CC1)NC1CCCCC1,-8%,-2%,-2%,3%,-2%,11%,-16%,3%,41
O=C(Nc1nnc([C@@H]2C[C@H](O)[C@@H](CO)O2)s1)NC1CCCCC1,8%[57.1 µM],24%,22%,x,x,-2%,5%,13%,18
CCCOc1ccc(-c2cn3ccccc3n2)cc1,-15%,u,-13%,-83%[1.84 µM],27%,u,-24%,-17%,-12
CC1=C(C(=O)N(C)C)CC(CC(=O)NCc2ccco2)C(=O)N1Cc1ccccc1 (centres undefined),14%,-6%,3%,x,x,-17%,3%,0%,-5
Cc1cc(Sc2nnc(N)s2)c2ccccc2n1,-4%,0%,u,0%,u,-24%,u,u,-113*
COc1cc(/C=C2\SC(c3ccc(C)cc3)=NC2=O)ccc1O,-32%,6%,-5%,10%,21%,-13%,u,-4%,-28
Cc1nc2ccccc2n1C(=O)c1ccc(Cl)cc1[N+](=O)[O-],1%,-3%,11%,-9%,-2%,1%,3%,21%,15
CCn1c(Cc2ccccc2)nnc1SCC(=O)Nc1ccccc1N1CCOCC1,-17%,4%,10%,u,1%,7%,5%,11%,20
COc1ccc(C(=O)NC(CCSC)C(=O)NCc2nnc3ccccn23)cc1 (centres undefined),-5%,15%,7%,-5%,7%,1%,5%,7%,-11
O=C(COC(=O)c1cccc2ccccc12)NCC1CCCO1 (centres undefined),0%,-2%,18%,1%,7%,-10%,-8%,11%,-12
O=C(O)Cc1ccc2c(c1)Cc1cccnc1O2,5%,13%,-2%,x,x,15%,x,3%,-2
Cc1ccc(OCC(O)CN2CCN(c3ccc(C)cc3)CC2)cc1 (centres undefined),-10%,1%,1%,-21%,0.82µM*,-8%,-6%,14%,-7
Cc1cc2ncc(S(=O)(=O)C(C)(C)C)c(N)n2n1,14%,-8%,-4%,-15%,24%,8%,-3%,-6%,-1
COC(=O)[C@@H](NC(=O)N1CCC(C)CC1)C(C)C,5%,1%,19%,-6%,1%,6%,-3%,12%,-10
COc1ccc(Cc2nnc(NC(=O)Nc3ccccc3F)s2)cc1,1%,14%,8%,-27%,6%,-7%,-18%,4%,11
Cn1cc(CNCc2ccc(-n3cccn3)cc2)c(-c2ccccc2F)n1,-2%,-25%,-1%,4%,5%,u,-19%,-29%,28
CN(C)C(=O)Oc1cccc([N+](C)(C)C)c1,3%&-7%,0%&0%,u,-2%&2%&1%&-13%&-11%,14%&9%&-28%&-3%&-7%,-2%&1%,6%&1%&12%,u,u
C[N+]1(C2CCC3CCCC2C3O)CCCC1 (centres undefined),-14%,10%,0%,-10%,-6%,13%,5%,-2%,16
CC(=O)N(/N=C/c1ccc([N+](=O)[O-])o1)c1nc2ccccc2c(=O)n1-c1ccccc1,0%,3%,-8%,-2%,u,-21%,x,0%,-19
COc1ccc(CN(C(=O)CN2C(=O)c3ccccc3S2(=O)=O)C(C(=O)NCC2CCCO2)c2ccncc2)cc1 (centres undefined),1%,15%,-7%,-6%,-8%,u,-11%,2%,-7
COC(=O)c1ccc(-c2cc(C(=O)O)c3cc4c(cc3n2)OCCO4)cc1,-6%,10%,3%,-8%,-3%,-13%,3%,-1%[9.24 µM],11
O=C(O)C1=CCC(c2ccc(Cl)c(Cl)c2)N(S(=O)(=O)c2ccc(F)cc2)C1c1cccc(F)c1 (centres undefined),-1%,0%,u,x,x,-4%,x,-5%,4
CN1OC[C@@H]2CN[C@H](c3cccc(-c4ccccc4)c3)C[C@@H]21,-15%,12%,13%,12%[9.22 µM],6%,-4%,-8%,0%,13
COc1cc(NC(=S)N2CCN(C)CC2)c(OC)cc1Cl,9%,u,6%,-1%,-1%,27%,0%,8%,9
Cc1ccc(C(=O)Nc2ccc(NC(=O)c3cccs3)cc2)c(C)c1,2%,12%,u,-1%,u,-1%,-3%,16µM*,-13
CC(=O)Nn1cc2c(c1-c1ccccc1)c(=O)n(C)c(=O)n2C,-2%,7%,16%,-2%,12%,-4%,3%,20%,10
C#CC(=O)N(c1ccc(OC)c(OC)c1)C(C(=O)NC1CCCC1)c1cccs1 (centres undefined),-14%,0%,0.12µM*,u,u,1%,u,0.58µM*,-106*
CCOC(=O)C1CCCN(C/C(O)=C(\C#N)c2nc(-c3ccc(Cl)cc3)cs2)C1 (centres undefined),-15%,-13%,-7%,0%,-2%,-29%,-23%,-3%,22
CCCNC(=O)C(Cc1ccc(Cl)cc1)NC(=O)c1ccc(C#N)cc1 (centres undefined),2%,17%,0%,-14%,-1%,0%,4%,2%,14
Cn1c(=O)c(NC(=O)c2ccccc2)c2n(c1=S)CCCCC2,-3%,1%,-3%,6%,7%,0%,0%,9%,11
Cc1sc(-c2ccccn2)nc1OC(=O)c1ccc(Cl)c(Cl)c1,14%,3%,2%,0%,0%,0%,-5%,4%,18
O=C(Cc1ccccc1)N/N=C/C=C/c1cccc([N+](=O)[O-])c1,4%,7%,-1%,0%,3%,18%,7%,-2%,7
COCCCN(C(=O)C1CCCCC1)c1c(N)n(Cc2ccccc2)c(=O)[nH]c1=O,8%,0%,12%,-6%,0%,0%,7%,13%,4
CS(=O)(=O)Nc1cccc(NC(=O)C2Cc3c(-c4cccc(F)c4)ccnc3O2)c1 (centres undefined),-13%,6.5µM*,2.1µM*,x,x,u,-15%,u,-10
COCCNc1nc(Oc2ccc(Cl)c(Cl)c2)c2sccc2n1,-1%,0%,1%,x,x,-13%,-5%,3%,-23

Later entries.
mol,WRN inhibitor,KB-3-1 cytotox,HT1080NT lethal,SW480 rerep,MCF10A rerep,KB-V1 cytotox,ATXN2 expr inh,HT1080 IDH1KD tx,IL-1B inflam inh
COc1cc(=O)n(C)c2c(OCC3OC(C)(C)OC3(C)C)cccc12 (centres undefined),-4%,-5%,2%,-4%,u,-28%,10%,-3%,-19
COc1ccc(S(=O)(=O)NCCNC(=O)N2CCOCC2)cc1,7%,-2%,-6%,-5%,-14%,u,-7%,-4%,-20
CC(C)CN1C(=O)NC2(CCCc3ccccc32)C1=O (centres undefined),4%,-1%,0%,12%,-2%,0%,6%,12%,28
O=C(NCC(=O)N1CC(O)CC1C(=O)N1CCCC1C(=O)OCc1ccccc1)OCc1ccccc1 (centres undefined),7%,3%,-21%,13%,u,7%,u,u,-21
Cc1c(S(=O)(=O)Nc2ccc3c(c2)OCCO3)c(=O)n(C)c(=O)n1C,6%,-1%,19%,-5%,-3%,-16%,-15%,-4%,4
Cc1ccccc1C(=O)NC(=S)NCc1ccccc1,-6%,-2%,-1%,11%,22%,0%,41%[activator],2%,-4
COc1ccc2nc(NC(=O)C3CCCN(S(=O)(=O)c4c(C)noc4C)C3)sc2c1 (centres undefined),-9%,-8%,-26%,6%,1%,0%,-12%,-17%,-11
CC(=O)Nc1ccc(S(=O)(=O)NCC(=O)OCC(=O)NCc2ccco2)cc1,-12%,-7%,-10%,-4%,1%,-14%,-4%,1%,5
